High-throughput results from PubChem.
TNAP act hiacc: activators of human TNAP at high phosphate acceptor concentration; P05186; purified TNAP, CDP-star luminescence, 1 M DEA, 30 min; stronger effect = higher value; 0 = EDTA background, 1 = DMSO-only activity; activation factor at 20 µM; 200,000 tested, under 10 active;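 active means activation factor at least 2 at 20 µM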
Target sequence (P05186 whole entry, looked up): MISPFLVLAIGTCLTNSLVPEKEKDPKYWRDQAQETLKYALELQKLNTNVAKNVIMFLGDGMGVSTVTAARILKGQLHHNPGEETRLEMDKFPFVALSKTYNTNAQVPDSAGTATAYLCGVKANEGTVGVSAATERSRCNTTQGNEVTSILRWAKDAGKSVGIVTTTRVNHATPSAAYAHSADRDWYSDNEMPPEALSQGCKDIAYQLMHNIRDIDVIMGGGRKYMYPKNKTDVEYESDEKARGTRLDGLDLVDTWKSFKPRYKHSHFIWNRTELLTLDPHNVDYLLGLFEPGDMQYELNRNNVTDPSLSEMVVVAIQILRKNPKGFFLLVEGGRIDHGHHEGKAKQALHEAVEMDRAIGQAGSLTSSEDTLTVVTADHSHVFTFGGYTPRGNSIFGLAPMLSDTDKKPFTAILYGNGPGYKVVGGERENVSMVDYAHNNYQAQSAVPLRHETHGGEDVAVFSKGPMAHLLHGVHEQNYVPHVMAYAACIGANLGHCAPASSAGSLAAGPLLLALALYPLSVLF
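Measured by: Luminescent substrate turnover signal | Test system: Human TNAP | Input: TNAP 1/800 final | Dosing: 20 µM single point | Schedule: 30 min, room temperature | Controls: EDTA wells as negative control, DMSO wells as positive control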
FLuc act counter: affects firefly luciferase, flagging false hits in luciferase stimulation screens. AID 1027. P08659. activation factor at 10 µM. 200,000 tested, under 10 active. ATPlite luciferase biochemical, luminescence, 10 min; 0 = ATP-free wells, 1 = DMSO control;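 active means luciferase activation factor, scaled between plate controls, of at least 2 with compound at 10 µM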
Target sequence (P08659 whole entry, looked up): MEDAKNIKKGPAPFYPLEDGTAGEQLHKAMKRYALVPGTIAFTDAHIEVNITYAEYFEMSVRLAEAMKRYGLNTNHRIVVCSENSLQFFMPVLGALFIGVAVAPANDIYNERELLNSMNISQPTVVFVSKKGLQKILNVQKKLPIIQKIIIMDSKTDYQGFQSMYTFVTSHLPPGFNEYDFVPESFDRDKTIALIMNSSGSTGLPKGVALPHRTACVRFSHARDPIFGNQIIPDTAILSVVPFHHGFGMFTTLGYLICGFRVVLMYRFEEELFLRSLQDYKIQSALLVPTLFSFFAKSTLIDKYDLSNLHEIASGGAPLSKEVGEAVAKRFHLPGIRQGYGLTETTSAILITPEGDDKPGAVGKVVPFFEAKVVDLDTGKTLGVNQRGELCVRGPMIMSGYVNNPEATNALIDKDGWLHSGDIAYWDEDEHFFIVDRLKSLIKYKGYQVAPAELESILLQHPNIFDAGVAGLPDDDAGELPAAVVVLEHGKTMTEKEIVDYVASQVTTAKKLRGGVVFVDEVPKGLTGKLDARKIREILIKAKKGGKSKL
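assay system = Luciferase/luciferin detection reagent, cell-free biochemical luciferase assay | also added = ATP substrate | times = 10 min post-reagent at room temperature | measured by = luminescence from luciferase reaction | measure = luciferase activation, seen as luminescence increase over controls | benchmarks = low control with PBS replacing ATP, high control enzyme plus ATP without compound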
PMI act satM6P: PMI (human) activation, high substrate; hit rate 0.34% among 190,000; coupled PMI enzyme assay, resazurin fluorescence, 20 min; stronger effect = higher value; 1 = untreated enzyme, 0 = substrate-free blank; AID 1216; P34949; activation factor at 20 µM;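 active means activation factor of 2 or more at 20 µM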
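Test system: human PMI in coupled enzyme assay; Input: PMI at 15 ng/mL final; Medium: HEPES buffer, pH 7.4; Schedule: 20 min incubation at room temperature; Technique: resorufin fluorescence at Ex 544/Em 590 nm; Compound: 20 µM single dose; Probe or stimulus: Near-saturating mannose-6-phosphate, 1.0 mM.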
PMI act: activators of human phosphomannose isomerase. P34949. purified human PMI, coupled resazurin fluorescence, 20 min; stronger effect = higher value; 1 = vehicle control, 0 substrate-free wells. activation factor at 20 µM. hit rate 0.005% among 190,000. AID 1214;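 active means activation factor of 2 or more at 20 µM, relative to plate controls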
FLuc inh counter: Photinus pyralis luciferase inhibition counter-screen; P08659; ATPLite firefly luciferase biochemical luminescence, 10 min; inhibition, % at 10 µM; hit rate 1.5% among 200,000;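 active means inhibition above about 50% when tested at 10 µM, limit read from the data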
bIAP act: intestinal alkaline phosphatase (bovine) activation; purified bovine IAP, CDP-star luminescence, 30 min; stronger effect = higher value; fold of DMSO-control signal, blank-subtracted; activation factor at 20 µM; hit rate 0.17% among 200,000; AID 1016;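 active means activation factor of 2 or more at 20 µM, a signal rise over negative controls twice the positive control's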
TNAP inh hiacc: inhibitors of human TNAP at high phosphate acceptor concentration | purified TNAP, CDP-star luminescence, 1 M DEA | inhibition, % at 20 µM | hit rate 0.03% among 200,000;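 active means over 50% inhibition of tissue-nonspecific alkaline phosphatase at 20 µM in the single-dose screen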;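 further: plate controls were DMSO wells for no effect and EDTA-quenched wells as full inhibition for full effect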
TNAP inh noacc: inhibitors of human TNAP without phosphate acceptor; P05186; purified TNAP, CDP-star luminescence, 30 min; inhibition, % at 20 µM; hit rate 0.26% among 200,000; AID 1012;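 active means tissue-nonspecific alkaline phosphatase inhibition above about 50% at 20 µM in the single-dose screen, limit read from the data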;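 further: 0% = DMSO negative control and 100% = EDTA positive control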
APP 5'UTR act: APP 5'UTR luciferase reporter activation; hit rate 1% among 190,000; SH-SY5Y APP 5'UTR luciferase reporter, luminescence; zero percent = DMSO vehicle wells; activation, % at 2 µM;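 active means activation above a set limit, based on mean plus 3 SD of controls, cut at about 140% in these data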; further: values of inactives mirror those of a sister screen read the other way
NF-kB expr up: compounds increasing NF-kB expression in human neuronal cells; hit rate 1.6% among 190,000; NF-kB reporter expression; stronger effect = higher value; fold change at 12.5 µM; in the data active means fold change above about 3.3
Numbers without * were called inactive; . = no result given.

SMILES | TNAP act hiacc | FLuc act counter | PMI act satM6P | PMI act | FLuc inh counter | bIAP act | TNAP inh hiacc | TNAP inh noacc | APP 5'UTR act | NF-kB expr up
COc1ccccc1N(CC(=O)Nc1c(C)n(C)n(-c2ccccc2)c1=O)S(=O)(=O)c1ccc(C)cc1 | 1.1 | 1.1 | 1.1 | 1 | -12 | 1.1 | -6 | -1 | -13 | 1.1
CC(=O)Nc1cccc(/C(C)=N/NC(=O)c2cccs2)c1 | 1 | 0.9 | 0.9 | 0.8 | 11 | 0.7 | 0 | -15 | 7 | 1.2
CCCCC(=O)Nc1cccc(NC(=O)c2ccc(Br)o2)c1 | 1 | 1 | 0.9 | 0.9 | -4 | 0.5 | -4 | -7 | -3 | 1.2
Cc1cc(C(=O)N(C)CC(=O)Nc2ccccc2C(F)(F)F)c(C)o1 | 1 | 1 | 1.1 | 1.2 | -4 | 1 | -5 | 2 | 11 | 0.96
O=C(Cn1c(C(=O)NCCCN2CCOCC2)cc2sccc21)c1ccccc1 | 1 | 1 | 1 | 0.9 | -2 | 1.1 | -3 | -5 | 12 | 0.97
CC(C)C(=O)NCCc1c[nH]c2ccccc12 | 1.1 | 1 | 1 | 1 | -2 | 0.8 | -6 | -9 | 16 | 1
COc1nc(N)nc(NC23CC4CC(CC(C4)C2)C3)n1 | 1 | 0.7 | 0.9 | 0.9 | 29 | 0.9 | -5 | -11 | 10 | 1.8
Cc1cc(C)cc(N(CC(=O)O)S(=O)(=O)c2c(C)noc2C)c1 | 1 | 1 | 1 | 1 | -3 | 0.6 | -2 | -6 | -4 | 1.1
CN(C)CC(C)(C)CNC(=S)Nc1ccc(S(=O)(=O)N2CCOCC2)cc1 | 1.1 | 1.1 | 1.1 | 1.1 | -5 | 1 | -6 | -7 | -8 | 1.4
OC(CNC1CCCc2ccccc21)COc1ccc2ccccc2c1 (stereo not given) | 1.1 | 1.1 | 0.9 | 1 | -6 | 0.9 | -6 | -9 | -10 | 1.1
N#CCCn1cc(/C=N/O)c(-c2ccc(Cl)cc2)n1 | 1.1 | 1 | 1 | 0.9 | -1 | 1 | -6 | -7 | 2 | 1.4
CC(=O)Nc1ccc(Nc2cc(-c3ccccc3)nc3ncnn23)cc1 | 1.1 | 1 | 1 | 0.9 | -2 | 1.2 | -7 | -12 | 18 | 0.87
COCC(C)NCC(=O)NC(C)CCc1ccccc1 (stereo not given) | 1 | 1 | 1.1 | 1 | -1 | 1 | -3 | -9 | -16 | 0.98
CCC(C(=O)O/N=C(\N)c1ccc(C)cc1)c1ccccc1 (stereo not given) | 1.1 | 1.1 | 1 | 1 | -7 | 0.8 | -6 | -3 | -12 | 1.1
CC(C)C(=O)NC(C)C(c1cccs1)N1CCN(C)CC1 (stereo not given) | 1 | 1 | 0.9 | 0.8 | -4 | 1 | -1 | -6 | -3 | 1
Cc1ccccc1-n1c(C)nnc1SCC(=O)N(C)C1CCS(=O)(=O)C1 (stereo not given) | 1 | 1 | 0.9 | 1 | -4 | 1.5 | -2 | -4 | 10 | 1
CC(OC(=O)C1COc2ccccc2O1)C(=O)N(C)c1ccccc1 (stereo not given) | 1.1 | 1.1 | 1 | 1 | -7 | 1.1 | -6 | -14 | -4 | 0.94
O=C1C2=C(CCCC2)C(=O)N1c1cccc(OCCBr)c1 | 1 | 1.1 | 0.7 | 0.7 | -10 | 1 | 0 | 4 | 8 | 1.2
N#Cc1c(N)nc(SCC(=O)OCc2ccccc2)c(C#N)c1-c1ccco1 | 1.1 | 1.1 | 0.7 | 1.2 | -11 | 0.8 | -7 | 3 | 14 | 1.2
COc1ccc(OC)c(/C=N/NC(=O)CNC(=O)c2ccc(S(=O)(=O)N3CCOCC3)cc2)c1 | 1 | 1 | 1 | 1 | -2 | 1.1 | -4 | -16 | 7 | 1.1
COc1ccc(/C(N)=N/OC(=O)c2cccs2)cc1OC | 1 | 0.8 | . | . | 24 | 1 | 0 | -5 | 66 | 1.9
CC1CCN(C(=S)NCCc2ccccc2)CC1 | 1.1 | 0.9 | 1 | 1 | 15 | 0.9 | -12 | -10 | 95 | 3.4*
CCOC(=O)c1cc2c(n(-c3ccc(Cl)cc3)c1=O)CCCC2=O | 1 | 1.1 | 1 | 1.2 | -6 | 1 | -2 | -3 | -4 | 1.2
Cc1ccc(C(=O)Nc2ccccc2C(=O)N2CCOCC2)cc1[N+](=O)[O-] | 1 | 0.9 | 1 | 0.9 | 6 | 1 | 4 | -14 | -4 | 1.3
Cc1nnc(SCC(=O)Nc2nnc(SCc3cccc(Br)c3)s2)s1 | 1 | 1 | 1.1 | 1 | -3 | 0.3 | 3 | -8 | -6 | 0.94
CCOc1cc(CNC(=O)CN2C(=O)c3ccccc3S2(=O)=O)ccc1OC | 1 | 1 | 0.9 | 0.9 | 4 | 1 | -4 | -7 | -4 | 1
CCC(C)(C)NC(=O)CN(C(=O)CCC(=O)Nc1ccccn1)c1ccc(F)c(Cl)c1 | 1 | 1 | 1 | 0.9 | -4 | 0.7 | -5 | -6 | 0 | 0.91
COc1ccc(F)cc1CN1CCN(c2cc(C)nc3c4c(C)cc(C)nc4nn23)CC1 | 1.1 | 1 | 1.1 | 1 | -4 | 1.2 | -5 | -15 | 8 | 0.62
COc1ccc(C(C)=O)cc1COC(=O)c1ccc2ccccc2n1 | 1.1 | 1 | 0.9 | 0.9 | -5 | 1.1 | -7 | -13 | -5 | 1.1
N#CC(/C(=N/S(=O)(=O)c1cccs1)c1ccccc1)c1nc2ccccc2[nH]1 (stereo not given) | 1 | 1 | 1 | 1 | -1 | 1 | 0 | -8 | 6 | 0.89
Cc1ccc(OCC(=O)N2CCN(C(=O)c3cccs3)CC2)cc1 | 1 | 1 | 1 | 0.9 | -3 | 0.9 | -3 | -8 | . | 1.4
O=C(O)c1ccc(O)c(N2C(=O)Nc3ccccc3N2O)c1 | 1 | 1 | 0.9 | 1 | -4 | 1.1 | -1 | -5 | -7 | 1
CCOc1ccccc1NC1=C(Cl)C(=O)N(c2ccc(OC)cc2)C1=O | 1 | 1 | 1 | 1 | -4 | 0.7 | -3 | -10 | -13 | 0.86
CCOC(=O)C1=C(c2ccccc2)NC(=S)NC1c1cccc([N+](=O)[O-])c1 (stereo not given) | 1 | 1 | 0.9 | 0.8 | -4 | 1.1 | 0 | -8 | 10 | 1.5
Cc1cccc(N2C(=O)CS/C2=N\NC(=O)c2ccc(Br)cc2)c1C | 1 | 1 | 0.9 | 0.9 | -4 | 0.9 | 2 | -12 | 2 | 1.4
Cc1cc(=O)n(CCO)c(O)c1C#N | 1 | 1 | 0.9 | 0.8 | -1 | 0.9 | -4 | -13 | -2 | 1.5
Cc1ccc(-n2nnnc2SCC(=O)c2cc(C)n(-c3cc(C)on3)c2C)c(C)c1 | 1 | 1 | 1.2 | 1.2 | 0 | 1 | -5 | 2 | 0 | 0.94
O=C(Oc1ccc(-c2nnco2)cc1)N1CCOCC1 | 1 | 1.1 | 1.1 | 1.1 | -8 | 0.9 | 0 | -7 | 0 | 1.3
CCOc1ccc(CCNC(=O)C2CCCN(c3nn4c(=O)cc(C)nc4s3)C2)cc1OCC (stereo not given) | 1 | 1 | 0.9 | 0.9 | -2 | 1 | 0 | -6 | 5 | 0.87
CC1CCN(S(=O)(=O)N2CCC(C(=O)NCc3ccc4c(c3)OCO4)CC2)CC1 | 1 | 1 | 0.9 | 1 | -4 | 1 | 2 | -6 | 17 | 1.9
CN(C)S(=O)(=O)c1ccc(C(=O)NC2CCCc3ccccc32)cc1 (stereo not given) | 1 | 1 | 1 | 1.1 | 4 | 1 | 3 | -1 | -18 | 0.95
COc1ccc2c(-c3ccccc3)cc(SCC(=O)N(C)C)nc2c1 | 1 | 1 | 1.1 | 1.1 | -4 | 1.1 | -5 | 2 | -9 | 0.92
O=C(Cc1c(F)cccc1Cl)Nc1ccccc1N1CCCCC1 | 1.1 | 1 | 1 | 1 | -4 | 0.9 | -5 | -10 | -9 | 1.1
CSc1ccccc1NC(=O)CN1CCCCC1 | 1.1 | 1 | 0.9 | 0.9 | -3 | 1.1 | -8 | -5 | 14 | 1.1
CC(Oc1ccc2ccc(=O)oc2c1)C(=O)c1ccccc1 (stereo not given) | 1 | 1 | 1.1 | 1.1 | -2 | 0.9 | 0 | -6 | -2 | 0.95

Rewritten with values under each structure: part of the list above.
Order of results – TNAP act hiacc, FLuc act counter, PMI act satM6P, PMI act, FLuc inh counter, bIAP act, TNAP inh hiacc, TNAP inh noacc, APP 5'UTR act, NF-kB expr up
CC1CCN(S(=O)(=O)N2CCC(C(=O)NCc3ccc4c(c3)OCO4)CC2)CC1
→ 1, 1, 0.9, 1, -4, 1, 2, -6, 17, 1.9
CSc1ccccc1NC(=O)CN1CCCCC1
→ 1.1, 1, 0.9, 0.9, -3, 1.1, -8, -5, 14, 1.1
CCOc1ccc(CCNC(=O)C2CCCN(c3nn4c(=O)cc(C)nc4s3)C2)cc1OCC (stereo not given)
→ 1, 1, 0.9, 0.9, -2, 1, 0, -6, 5, 0.87
CC(Oc1ccc2ccc(=O)oc2c1)C(=O)c1ccccc1 (stereo not given)
→ 1, 1, 1.1, 1.1, -2, 0.9, 0, -6, -2, 0.95
O=C(O)c1ccc(O)c(N2C(=O)Nc3ccccc3N2O)c1
→ 1, 1, 0.9, 1, -4, 1.1, -1, -5, -7, 1
Cc1ccc(OCC(=O)N2CCN(C(=O)c3cccs3)CC2)cc1
→ 1, 1, 1, 0.9, -3, 0.9, -3, -8, ., 1.4

(cont.)
SMILES | TNAP act hiacc | FLuc act counter | PMI act satM6P | PMI act | FLuc inh counter | bIAP act | TNAP inh hiacc | TNAP inh noacc | APP 5'UTR act | NF-kB expr up
CCN(CC)CCCNC(=O)C1c2ccccc2C(=O)N(C)C1c1ccc(OC)cc1 (stereo not given) | 1 | 1 | 1.1 | 1.1 | -1 | 1 | 0 | 3 | -2 | 1.1
Cn1c(=O)c2c(nc(OCc3cccnc3)n2Cc2ccccc2)n(C)c1=O | 1 | 1 | 1 | 0.9 | 2 | 1.1 | 2 | -2 | 14 | 0.74
COc1ccccc1C(=O)O/N=C(\c1ccccc1)c1ccncc1 | 1 | 1 | 0.9 | 0.8 | -1 | 0.9 | -4 | -14 | 19 | 0.92
O=C(NNC(=S)NC1CCCCC1)c1ccccc1O | 1 | 0.9 | 1.4 | 1.2 | 15 | 1.5 | -2 | -162 | 20 | 1.2
CCCn1c(NC(=O)c2ccc(Br)cc2)nc2ccccc21 | 1 | 1 | 1.1 | 1.1 | -2 | 0.9 | 0 | -20 | 5 | 1.3
CN(CC(=O)OCC(=O)c1c(N)n(C)c(=O)n(C)c1=O)S(=O)(=O)c1ccc(Cl)cc1 | 1 | 1.1 | 0.9 | 1 | -8 | 0.8 | 4 | -10 | -3 | 1.1
Cc1cccc(NC(=O)c2ccc([N+](=O)[O-])o2)c1C | 1 | 1 | 1.1 | 1.1 | 1 | 0.9 | -5 | -15 | -5 | 1.6
CCC(C)N1C(=O)N(C)C2NC(=O)NC21 (stereo not given) | 1 | 1.1 | 1.2 | 1.1 | -5 | 1 | -3 | -6 | -8 | 1.7
CC(=O)C(Sc1ncnc2sc3c(c12)CCCC3)C(C)=O | 1 | 1 | 1 | 1.1 | -1 | 1.3 | -4 | -2 | 13 | 0.94
CCCOc1ccc(Cn2ccnc2)cc1[N+](=O)[O-] | 1 | 1 | 1 | 0.9 | -3 | 0.2 | 1 | -18 | -7 | 1.1
